# Hsp70 displacement: Hsp70 inhibitors, probe displacement, primary screen, biochemical, fluorescence polarization (AID 583); displacement, % at 20 µM; hits with a dose series show IC50 in µM; Hsp70 fluorescence polarization probe displacement, mP; higher % means a stronger effect; Heat shock 70 kDa protein 1A (Homo sapiens); actives 0.06% (n = 140,000); in the data active = displacement above about 50%;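 note: plate controls were vehicle for no effect and reference ligand for full effect; a part of the inactive calls stands beside numbers as strong as those of hits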
# Rat MKP-3 inhibitors: MKP-3 phosphatase inhibitors, primary screen, biochemical, rat enzyme, in vitro (AID 425). recombinant MKP-3 phosphatase activity, fluorescence; higher % means a stronger effect. inhibition, % at 20 µM; hits with a dose series show IC50 in µM. actives 0.17% (n = 110,000); in the data active = inhibition above about 50%;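 note: plate controls were vehicle for no effect and reference inhibitor for full effect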
# Numbers without * were called inactive; · = no result given; & = joins results of further samples.
Compound | Hsp70 displacement | Rat MKP-3 inhibitors
CCOC(=O)c1c(CN2CCN(C)CC2)oc2ccc(O)cc12 | -3.1% | -1%
COc1ccccc1NC(=O)NCCN1C(=O)C2C3C=CC(C3)C2C1=O (stereo not drawn) | -4.3% | -13%
C=CCOc1ccc(/C=C2/C(=O)N(c3ccccc3)N=C2C)cc1OCC | 0.3% | 0%
CCOc1ccc(C(=O)NCCCN2CCCC2=O)cc1 | -0.5% | ·
CCS(=O)(=O)N1CCC(C(=O)NCCN2CCOCC2)CC1 | 11% | ·
COC(=O)c1sc2nc3c(cc2c1N)COC(C)(C)C3 | · | -3%
CC(=O)Nc1ccc(OC(=O)C(CCS(C)(=O)=O)N2C(=O)c3ccccc3C2=O)cc1 (stereo not drawn) | 4.4% | -5%
CC(C)N(c1nnc(N)s1)C(C)C | 3.3% | ·
CC1CN(C(=O)c2ccc(CNS(=O)(=O)c3cccc(C(F)(F)F)c3)cc2)CC(C)O1 (stereo not drawn) | 5.9% | ·
O=C1C(=Cc2ccc(Br)cc2)C(=O)c2ccccc21 | -1.4% | -6%
O=C(Nc1ccc(F)cc1)/C(=C\c1ccc(Br)cc1)NC(=O)c1ccccc1F | -3.2% | 1%
OCCNc1ncc(-c2ccccc2)cn1 | 0.4% | 4%
O=C(CSc1nc(O)cc(=O)[nH]1)c1ccc(O)cc1O | 5.9% | 2%
COc1ccccc1C(=O)Nc1ccc2ccccc2c1 | -0.5% | -1%
Fc1ccc(-n2c(Cc3ccccc3)nnc2SCc2nc(-c3cccs3)no2)cc1 | 0.8% | -9%
CCN(CC)CCNC(=O)COc1ccc(Cl)cc1Cl | -4.3% | ·
O=C1/C(=C/c2cccs2)SC(=S)N1Nc1ccccc1 | 3.9% | -1%
O=C1C=CC(=NS(=O)(=O)c2ccccc2)c2ccccc21 | 4.8% | 68%*
CCOc1cc(/C=C2\C(=O)NC(=S)N(c3cccc(Br)c3)C2=O)ccc1O | -7.6% | 8%
O=c1n(Cc2ccccc2F)c2ccccc2n1Cc1ccccc1F | -0.3% | ·
Cc1ccc(Cl)cc1N1CCN(S(=O)(=O)c2cccc(S(=O)(=O)N3CCCC3)c2)CC1 | -1.5% | 0%
COc1ccc(CCN2C(=O)CC(C(C)c3ccccc3)C2=O)cc1OC (stereo not drawn) | 0.0% | 0%
CCSC1=C(C#N)C(=O)n2c1cc1c2CCCC1 | 11% | -8%
CC(C)CC(c1nnnn1CC1CCCO1)N1CCN(Cc2ccc3c(c2)OCO3)CC1 (stereo not drawn) | 1.8% | -7%
CC1(C)Oc2ccc3ccc(=O)oc3c2C(N2CCCCC2)C1O (stereo not drawn) | -2.4% | 4%
COc1ccccc1OCC(=O)Nc1nnc(-c2ccco2)s1 | -5.3% | -2%
O=C(Nc1ccc(Br)cc1)c1ccc(Cl)cc1Cl | 7.6% | 6%
Cc1cc2nc(-c3cc(NC(=O)c4ccc(Br)o4)ccc3Cl)oc2cc1C | 1.8% | 7%
COc1ccc(CC(=O)Nc2ccc(Br)cc2C)cc1OC | -0.6% | 1%
O=C(Nc1nc2ccccc2n1Cc1ccccc1)c1ccccc1 | 1.5% | 1%

# In a second layout: entries from further up
Hsp70 displacement	Rat MKP-3 inhibitors	SMILES
1.8%	7%	Cc1cc2nc(-c3cc(NC(=O)c4ccc(Br)o4)ccc3Cl)oc2cc1C
-7.6%	8%	CCOc1cc(/C=C2\C(=O)NC(=S)N(c3cccc(Br)c3)C2=O)ccc1O
1.5%	1%	O=C(Nc1nc2ccccc2n1Cc1ccccc1)c1ccccc1

# Other entries
Compound | Hsp70 displacement | Rat MKP-3 inhibitors
COCCCn1c(SCC(=O)Nc2cccc(C(=O)OC)c2)nnc1-c1ccncc1 | 2.1% | -10%
O=C(Nc1scc(-c2cccs2)c1C(=O)O)c1cccs1 | -3.6% | -7%
CCOC(=O)Nc1ccc(NS(=O)(=O)c2ccc(C)cc2)cc1 | 2.7% | -7%
Cc1cc(C(=O)OCC(=O)N2CCc3ccccc32)c(C)o1 | -0.2% | -9%
CCCCNC(=O)n1ccc(C(=O)Nc2ccc(C)cc2C)n1 | 1.8% | 1%
CC(=O)N1CCN(c2ccc(NC(=O)c3cccc([N+](=O)[O-])c3)cc2)CC1 | 0.3% | -2%
Nc1cc(N)nc(SCC(=O)NCC2CCCO2)n1 (stereo not drawn) | 2.6% | -4%
CC(=O)c1c(C)[nH]c(C(=O)Nc2ccc(C)cn2)c1C | -0.2% | -5%
O=S(=O)(Nc1ccncc1)c1ccccc1 | -7.3% | 5%
Cc1noc(C)c1S(=O)(=O)N1CCC(C(=O)N2CCC(N3CCCCC3)CC2)CC1 | -0.2% | -2%
CCOc1cccc(/C(O)=C2/C(=O)C(=O)N(CCN3CCOCC3)C2c2cccnc2)c1 (stereo not drawn) | -1.2% | -6%
c1ccc(-c2cnc(-c3ccccc3)nc2)cc1 | -1.4% | ·
CC(C)(C)c1ccc(C(=O)Nc2ccc(NC(=O)COc3ccccc3[N+](=O)[O-])cc2)cc1 | -5.8% | 3%
Cc1ccc(CC(=O)NCCCc2ccccc2)cc1 | 0.4% | ·
Cc1noc(C)c1CSc1nnc2n(-c3ccccc3)c(=O)c3ccccc3n12 | -0.9% | 0%
CC(C)OC(=O)c1c(-c2ccccc2Cl)csc1N | 0.9% | 8%
Cc1ccccc1NC(=O)CCN1CCCCCC1 | 6.1% | 0%
CCCn1nnnc1SCC(=O)N1CCN(C(=O)c2ccco2)CC1 | -5.1% | ·
O=C1c2cccnc2C(=O)N1Cc1ccc2c(c1)OCO2 | -4.2% | 5%
CCOc1ccc(NC(=O)c2c(O)c3ccccc3n(CC(C)C)c2=O)cc1 | 4.1% | 0%
COC(=O)CCC(=O)Nc1sc(C)c(C)c1C(N)=O | 0.1% | -2%
Cc1ccc(C2NC(=O)NC(O)(C(F)(F)F)C2C(=O)c2cccs2)o1 (stereo not drawn) | -1.5% | ·
CC(=O)c1ccc(NC(=O)c2ccc(CN(c3ccc(C)c(C)c3)S(C)(=O)=O)cc2)cc1 | -3.9% | 5%
O=C(CC1Sc2ccccc2NC1=O)Nc1ccc(SC(F)(F)F)cc1 (stereo not drawn) | -6.3% | 8%
CCOC(=O)N1CCN(C(=O)CSc2nnc(COc3ccccc3)o2)CC1 | 1.5% | -7%
C[C@H](NC(=O)Nc1cccc(C(F)(F)F)c1)C(=O)O | 3.4% | -2%
O=C(NCc1ccccc1)C(c1ccccc1)N(Cc1ccc2c(c1)OCO2)C(=O)Cc1cccs1 (stereo not drawn) | -7.8% | ·
Cc1ccc(C)c(Cc2c(C)nc3c(C(=O)NCc4ccc5c(c4)OCO5)cnn3c2C)c1 | -4.9% | ·
CCOc1ccc(NC(=S)NC(=O)c2ccc(OC)cc2)c([N+](=O)[O-])c1 | 0.7% | -1%
COc1ccc(Cl)cc1NC(=O)CN1C(=O)CSC1=O | -3.0% | -5%
Nc1nc(-c2ccccc2)cc(N2CCOCC2)n1 | -2.7% | -3%
CCCC(=O)NCCCc1nc2ccccc2n1C(C)C | 0.9% | 3%
CN(Cc1ccccc1)C(=O)CN(c1ccc(F)cc1)S(=O)(=O)c1ccc2c(c1)OCCO2 | -3.1% | ·
Cc1ccc(-c2cc(C(=O)N3CCOCC3)c3ccccc3n2)cc1 | -1.7% | 8%
Cc1ccc(OCC(=O)n2cnnc2N)cc1 | -2.2% | 0%
O=C(CSc1nnc(Cc2ccccc2)n1Cc1ccco1)NC1CCCC1 | 4.3% | -9%
CCOc1ccc(NC(=O)C2=C(C)NC(=O)NC2c2ccc(OC)cc2OC)cc1 (stereo not drawn) | 1.1% | 2%
CC(C)Sc1nc2c(c(=O)[nH]c(=O)n2C)n1CCc1ccccc1 | 4.5% | -1%
O=C(Nc1ccccc1)N(CCc1ccncc1)C1CCCCC1 | -3.2% | 1%
CC(=O)Nc1ccccc1NC(=O)c1ccccc1I | 1.1% | -1%
O=C(CN(Cc1ccccc1)C(=O)CCC(=O)Nc1nccs1)NCc1ccco1 | -3.1% | 1%
Cn1c(=NC(=O)CSCC(=O)N2CCCC2)sc2ccccc21 | · | -4%
O=C(Nc1ccc(F)cc1)c1cccnc1N1CCOCC1 | 0.2% | -15%
Cc1nn(CCC#N)c(NC(=O)c2ccc(Cl)cc2Cl)c1P(=O)(Nc1ccc([N+](=O)[O-])cc1)N1CCOCC1 (stereo not drawn) | 6.7% | ·
Cc1ccc(N(CC(=O)NCc2cccs2)S(=O)(=O)c2cccs2)cc1 | 9.2% | -4%

# Whole records from above:
# Cc1ccc(-c2cc(C(=O)N3CCOCC3)c3ccccc3n2)cc1 is listed as Hsp70 displacement = -1.7%; Rat MKP-3 inhibitors = 8%
# Cc1ccc(OCC(=O)n2cnnc2N)cc1 is listed as Hsp70 displacement = -2.2%; Rat MKP-3 inhibitors = 0%
# O=C(Nc1ccc(F)cc1)c1cccnc1N1CCOCC1 is listed as Hsp70 displacement = 0.2%; Rat MKP-3 inhibitors = -15%

# Next compounds follow:
Compound | Hsp70 displacement | Rat MKP-3 inhibitors
CCCCCNc1nc2ccccc2nc1NS(=O)(=O)c1cccs1 | 4.8% | ·
COc1ccc(NC2c3ccccc3C(=O)N2Cc2ccco2)cc1OC (stereo not drawn) | 0.2% | 0%
CCCCSc1nc2ccccc2c(=O)n1Cc1ccccc1 | 0.7% | 0%
Cc1ccc(CN2CCN(C3CCCCC3)CC2)cc1 | 1.6% | 1%
Clc1ccc(-n2ncc3c(NCC4CCCO4)ncnc32)cc1 (stereo not drawn) | -3.3% | -3%
CC(=O)N/C(=C\c1ccccc1Cl)C(=O)O | 10% | ·
CC(Oc1ccccc1)C(=O)Nc1cccc(C(F)(F)F)c1 (stereo not drawn) | 6.0% | 0%
COc1cc(Br)cc(C=Nc2ccc(C)cn2)c1O | 6.6% | 1%
Cc1ccc2oc(-c3cccc(NC(=O)/C=C/c4ccc(-c5ccccc5[N+](=O)[O-])o4)c3C)nc2c1 | -0.2% | 3%
O=C1c2[nH]nc(-c3ccccc3O)c2C(c2cccc(O)c2)N1Cc1ccco1 (stereo not drawn) | -7.3% | ·
CC1(C)Cc2c(C#N)c(N3CCOCC3)nc(Cc3ccccc3)c2CO1 | 0.1% | -4%
COc1cccc(NC(=O)c2ccccc2-c2nc(-c3cccc(C)c3)no2)c1 | 5.5% | 9%
CCCCn1c(NC(C)=O)c(C#N)c2nc3ccccc3nc21 | 4.9% | -3%
CCCCSc1nc(C)[nH]c1[N+](=O)[O-] | -0.6% | ·
O=C(NC1CCCCC1)/C(=N\O)c1ccccn1 | -1.1% | 0%
Cc1cc2nc3n(c2cc1C)CCCN3 | 2.3% | 2%
O=c1/c(=C/c2cccc(OCc3ccccc3F)c2)sc2nc3ccccc3n12 | -1.0% | -4%
O=C(c1ccco1)N1CCN(C(c2ccccc2)c2ccccc2)CC1 | 2.2% | 4%
CN1CCN(/N=C/c2ccc(Cl)cc2Cl)CC1 | 0.2% | 6%
Cc1sc2c(c1C)CN(C1CC(C)(C)NC(C)(C)C1)CN2C(=O)c1ccco1 | -3.9% | -2%
COc1cc(NC(=O)/C=C/c2ccc(Cl)cc2)ccc1NC(=O)c1ccco1 | 1.9% | 3%
CCCCP(=O)(CCCC)Cc1ccccc1O | 3.6% | -13%
CCC(Sc1ccc2nnc(-c3ccc(F)cc3)n2n1)C(=O)OC (stereo not drawn) | -3.5% | 1%
C(=N\n1cnnc1)/c1cn(-c2cccs2)nc1-c1ccccc1 | 8.7% | -1%
N#CC1=C(SCC(=O)Nc2ccccc2)NC(=O)C(C#N)C12CCCC2 (stereo not drawn) | 1.2% | 4%
Clc1ccc(-c2noc(COc3ccccc3)n2)cc1 | -5.1% | -6%
CCC(C)[C@H](NC(=O)Nc1ccc(Oc2ccccc2)cc1)C(=O)O (stereo partly drawn) | 1.3% | ·
O=C(Nc1ccc2oc(-c3ccccc3)nc2c1)c1ccncc1 | -3.3%&-1.2% | -6%&4%
Cc1c(C(=O)NCC#N)cccc1[N+](=O)[O-] | -2.8% | -4%
Cc1ccc(S(=O)(=O)NCCCNS(C)(=O)=O)cc1 | 4.2% | -4%
CC(C)(C)NC(=S)Nc1ccc(Nc2ccccc2)cc1 | 0.7% | ·
O=C(NCc1ccc(Cl)cc1Cl)C(=O)N1CCCCC1 | 5.3% | ·
CCOC(=O)c1cnn2c(C(F)(F)F)cc(-c3cn(C)nc3C)nc12 | 0.5% | 1%
Cc1ccc2[nH]c3c(=O)n(CCN4CCOCC4)cnc3c2c1 | 5.2% | ·
CCc1ccccc1NC(=O)c1cc2ccccc2o1 | -0.7% | -1%
O=S(=O)(c1ccc(Cl)cc1)N1CCN(Cc2cccc(F)c2)CC1 | -3.9% | 3%
O=C(CSc1nnc(CNc2ccccc2)o1)N1CCCc2ccccc21 | 1.8% | -5%
CCOC(=O)C1CCCN(C(=O)C2CCCN(S(=O)(=O)c3ccc4c(c3)oc(=O)n4C)C2)C1 (stereo not drawn) | 0.6% | 2%
O=C(O)C1CCCCC1C(=O)Nc1cccnc1 (stereo not drawn) | -0.1% | -1%
CC(=O)Oc1ccc(C2C(C(=O)OC(C)C)=C(C)NC3=C2C(=O)CC(C)(C)C3)cc1 (stereo not drawn) | 5.4% | -1%
CCCC(=O)NC(c1ccc(C)cc1)c1c(OC(C)=O)ccc2ccccc12 (stereo not drawn) | 4.0% | 4%
O=C(c1ccc(-c2ccccc2)cc1)N1CCC(C(=O)N2CCCC2)CC1 | -0.8% | 3%
CN(C)c1ccc(/C=c2\sc3nc(-c4ccccc4)nn3c2=O)cc1 | -9.2% | -1%
C=CCN1C(=O)/C(=C\c2ccc(-c3ccc([N+](=O)[O-])cc3C)o2)C(=O)NC1=S | 4.4% | 11%

# Assay outcomes from PubChem BioAssay.

# Some of the compounds tested; rates above refer to the full screens.
